Bioassay records: PubChem, Broad Institute
FN deposition inh: fibronectin deposition inhibition; AH1F fibroblasts, Alexa488-fibronectin deposition fluorescence, overnight; inhibition, % at 12.6 µM; hit rate 0.086% among 350,000;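 active = mean inhibition across replicates of 30% or more, regardless of how many single replicates reach that level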;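 also: positive control wells lacked labelled fibronectin entirely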
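Schedule: 1 h cell adhesion before compound, then overnight fibronectin incubation; test system: AH1F fibroblast monolayer depositing Alexa488-labelled fibronectin into matrix; quantity: 10000 AH1F cells per well; probe or stimulus: fluorescent fibronectin at 24 nM final; signal: fluorescence, ex 485 nm, em 525 nm; evaluation: percent inhibition as loss of matrix-bound fibronectin fluorescence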
LGR2 inh: inhibitors of bursicon-induced Drosophila LGR2 receptor cAMP signaling. hit rate 0.35% among 380,000. HEK293 LGR2, CRE-luciferase, bursicon-stimulated, 4 h. inhibition, % at 9.99 µM;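 active = drop in luminescence signal, shown as inhibition above about 50% in the replicate tests, limit read from the data, passing the limit was not always enough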;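 also: agonist challenge used bursicon conditioned medium at about half maximal strength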
PAX8 inh HTS: lowers PAX8-driven luciferase in RMG-I cells; hit rate 1.2% among 360,000; inhibition, % at 12.6 µM; RMG-I TPO-luciferase reporter, SteadyGlo, 24 h; AID 652154;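 active = mean replicate inhibition at least 60% with every replicate also reaching 60%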;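 also: luciferase light reporting Pax8 driven TPO promoter activity; plate controls were median of neutral control wells for no effect and mitoxantrone controls for full effect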
* hit, by the source's call. A portion of the library; rates above refer to the full screens.

SMILES	FN deposition inh	LGR2 inh	PAX8 inh HTS
O=C(CN1C2=NCCN2c2ccccc21)c1cccs1	-3.0	9.8	-2.5
Cc1ccccc1Nc1nc(N)nc(COC(=O)c2cccc(S(=O)(=O)N(C)c3ccccc3)c2)n1	-2.1	-2.2	-7.9
CC(C)(C)c1ccc(OC(=O)c2ccc3snnc3c2)cc1	-1.6	4.8	-3.5
Cc1ccc(-n2nc3cc(C)c(NC(=S)NC(=O)/C=C/c4ccco4)cc3n2)cc1	14.1	-39.8	-47.7
COc1cccc(C(c2c(NC(=O)c3ccccc3)sc(C)c2C)N2CCN(C)CC2)c1 (stereo not drawn)	2.8	6.7	30.3
CC1=C(C(=O)OCC(C)C)C(c2ccsc2)C2=C(CCCC2=O)N1 (stereo not drawn)	3.0	16.1	-37.6
CCN(CC)S(=O)(=O)c1ccc(C(=O)Nc2cc3oc4ccccc4c3cc2OC)cc1	3.9	5.3	-11.9
Cc1cnc(C(=O)Nc2nnc(SCc3c(Cl)cccc3Cl)s2)cn1	0.1	-16.7	-22.6
O=C(c1ccc(S(=O)(=O)c2ccccc2Cl)c([N+](=O)[O-])c1)N1CCCCCC1	5.9	3.9	4.7
O=C(NCc1ccccc1Cl)c1cc([N+](=O)[O-])ccc1Cl	4.8	4.5	-1.6
Cc1ccc(Nc2nc(NCCCN3CCOCC3)nc(N)c2[N+](=O)[O-])cc1C	2.8	-19.3	18.8
Cc1cccc(NC(=O)CN2C(=O)N/C(=C/c3ccc(C)s3)C2=O)c1	12.5	-14.1	-18.1
CCOCCN1CCN(C(=O)CN2CCCC2=O)CC1	4.5	-5.8	24.4
CC(=NC(C)C)C1=C(O)C(C)OC1=O (stereo not drawn)	-1.6	3.1	-2.2
O=C(N=NC(=O)c1ccco1)c1ccc2c(O)n(N3C(=O)c4ccccc4C3=O)c(O)c2c1	-8.2	-3.3	1.7
O=C(COC(=O)[C@@H]1CCCN1S(=O)(=O)c1ccc(Cl)cc1)NC12CC3CC(CC(C3)C1)C2	-3.2	12.0	14.1
CCOC(=O)N/N=C/C=C/c1ccccc1	1.7	-12.1	-33.9
CCN(CC)c1ccc2cc(C(N)=O)/c(=N\NC(=O)c3ccncc3)oc2c1	-7.0	-2.6	9.0
CNC(=S)Nc1ccccc1-c1ccccc1	1.0	2.7	6.0
O=C(/C=C/c1cn(CC(O)CN2CCCCC2)c2ccccc12)c1cccs1 (stereo not drawn)	-10.7	9.9	-6.4
COC(=O)c1sccc1NC(=S)Nc1ccccc1	-10.6	5.1	-6.6
CCOC(=O)CCCSc1nnc(CCCCCN2C(=O)c3cccc4cccc(c34)C2=O)o1	-4.5	-11.5	8.9
O=C(CSc1ccccn1)Nc1ccc2c(c1)oc1ccccc12	1.6	-57.2	-29.5
CC(C)=C1SC(N2CCN(c3cccc(Cl)c3)CC2)=NC1=O	1.2	34.4	9.2
Cc1ccc(C2SCC(C(=O)O)N2C(=O)c2ccc(F)cc2)cc1 (stereo not drawn)	-5.3	-16.4	10.7

The list goes on.
SMILES	FN deposition inh	LGR2 inh	PAX8 inh HTS
CCOC(=O)c1ccc(NC(=O)Cn2nnc(-c3ccccc3F)n2)cc1	-3.5	7.9	-14.8
CCOC(=O)c1c(NC(=O)CSc2nc3ccccc3o2)sc(C(C)=O)c1C	3.1	-20.9	-29.5
COc1cccc(NC(=O)Nc2ccncc2)c1	5.1	-22.3	-0.3
CCOC(=O)c1sc2nc(C)nc(SCC(N)=O)c2c1C	1.0	-0.9	-5.7
CCOc1ccc2nc(SCC(=O)N3c4ccccc4Sc4ccccc43)sc2c1	-9.9	-26.8	12.0
Cc1cc(C)c(S(=O)(=O)c2ccccc2)c(OC(=O)c2c(F)cccc2F)n1	2.4	-1.0	7.8
O=C(NCCc1nc2ccccc2[nH]1)/C(=C/c1ccc2c(c1)OCO2)NC(=O)c1ccccc1Cl	-1.3	-0.4	-6.2
CC(C)(C)C1=C(C#N)C(c2cccnc2)C(C#N)=C(N)O1 (stereo not drawn)	-3.6	4.0	-4.3
Cc1nc(SCC(=O)Nc2ccc(Cl)cc2[N+](=O)[O-])nc(C)c1C	3.3	11.7	-3.2
COc1ccc(S(=O)(=O)NC(C)C(=O)Nc2cccc([N+](=O)[O-])c2)cc1 (stereo not drawn)	3.5	9.2	1.4
O=C(Nc1cccc(C(F)(F)F)c1)Nc1ccc(N2CCCC2)c(S(=O)(=O)Nc2ccccc2Cl)c1	-2.7	12.5	89.6*
Cc1ccc(NC(=O)COC(=O)CCc2nc3ccccc3n2-c2ccccc2)c(C)c1	6.4	-4.8	-15.0
N#Cc1c(NC(=S)NC(=O)C2CCCC2)sc2c1CCCCC2	-4.2	-44.7	-41.3
Cc1cc(C)cc(N(CCC(=O)Nc2nnc(C)s2)S(=O)(=O)c2ccc(Cl)cc2)c1	-10.4	13.8	10.3
Fc1ccc(NC(=S)N2CCCC2)cc1Cl	-4.8	22.0	-11.3
O=C(O)c1ccc(NS(=O)(=O)c2ccc3c(c2)C(=O)c2cc(S(=O)(=O)Nc4ccc(C(=O)O)cc4)ccc2-3)cc1	-4.1	3.4	-8.7
Cc1ccc(CSCCNS(=O)(=O)c2ccc(C)cc2)cc1	-2.0	2.0	-1.9
COc1cc(/C=N/NC(=O)Cc2c[nH]c3ccccc23)cc(OC)c1OC	4.9	-31.8	19.2
CC(C)CN=Cc1c(O)c([N+](=O)[O-])cc2oc3c(c12)CCCC3	1.6	-2.3	-5.5
CCOc1cc(N2CCOCC2)c(OCC)cc1NC(C)C(=O)N1CCC(C)CC1 (stereo not drawn)	-0.1	-18.7	-1.9
O=C(Nc1ccc([N+](=O)[O-])cc1)Nc1ccc(OC(F)F)c(Cl)c1	16.7	20.1	83.2*
Cc1ccc(C)c(N/N=C2\CCCNC2=O)c1	18.4	7.1	-17.0
N#CCCNc1c(Cl)cc(Cl)cc1C(=O)O	1.0	8.3	9.9
CCn1cc(/C=N\NC(=O)c2ccccc2Cl)cn1	5.0	6.7	-14.2
CNc1cc(N2CCCC2)ccc1[N+](=O)[O-]	-7.8	8.8	-18.7

Arranged by heavy-atom count (highest first): twelve of the compounds above.
SMILES	FN deposition inh	LGR2 inh	PAX8 inh HTS
O=C(Nc1cccc(C(F)(F)F)c1)Nc1ccc(N2CCCC2)c(S(=O)(=O)Nc2ccccc2Cl)c1	-2.7	12.5	89.6*
O=C(NCCc1nc2ccccc2[nH]1)/C(=C/c1ccc2c(c1)OCO2)NC(=O)c1ccccc1Cl	-1.3	-0.4	-6.2
Cc1ccc(NC(=O)COC(=O)CCc2nc3ccccc3n2-c2ccccc2)c(C)c1	6.4	-4.8	-15.0
CCOc1ccc2nc(SCC(=O)N3c4ccccc4Sc4ccccc43)sc2c1	-9.9	-26.8	12.0
CCOC(=O)c1ccc(NC(=O)Cn2nnc(-c3ccccc3F)n2)cc1	-3.5	7.9	-14.8
COc1ccc(S(=O)(=O)NC(C)C(=O)Nc2cccc([N+](=O)[O-])c2)cc1 (stereo not drawn)	3.5	9.2	1.4
Cc1nc(SCC(=O)Nc2ccc(Cl)cc2[N+](=O)[O-])nc(C)c1C	3.3	11.7	-3.2
CC(C)CN=Cc1c(O)c([N+](=O)[O-])cc2oc3c(c12)CCCC3	1.6	-2.3	-5.5
CC(C)(C)C1=C(C#N)C(c2cccnc2)C(C#N)=C(N)O1 (stereo not drawn)	-3.6	4.0	-4.3
CCn1cc(/C=N\NC(=O)c2ccccc2Cl)cn1	5.0	6.7	-14.2
COc1cccc(NC(=O)Nc2ccncc2)c1	5.1	-22.3	-0.3
N#CCCNc1c(Cl)cc(Cl)cc1C(=O)O	1.0	8.3	9.9

(further entries)
SMILES	FN deposition inh	LGR2 inh	PAX8 inh HTS
Cc1cc(C)c(NS(=O)(=O)c2ccc(NC(=O)c3cccs3)cc2)c(C)c1	-6.7	36.9	9.8
COc1cc(/C=C/C(=O)Nc2nnc(C(C)(C)C)s2)cc(OC)c1OC	1.8	14.5	10.3
Cc1ccsc1/C=N/N=C1\C(=O)Nc2ccccc21	6.6	-54.0	-85.4
O=C(COc1ccccc1[N+](=O)[O-])N/N=C/c1cccc(OC(=O)c2ccc3c(c2)OCO3)c1	6.0	5.2	-188.0
COc1ccccc1Nc1nc(-c2cccc(N3C(=O)c4ccccc4C3=O)c2)cs1	0.8	1.1	-1.6
CC(OC(=O)c1ccncc1)C(=O)Nc1cc(S(=O)(=O)N2CCCCC2)ccc1Cl (stereo not drawn)	-0.1	35.9	-2.0
Cc1ccc(C)c(OCCN2C(=O)NC3(CCc4ccccc4C3)C2=O)c1 (stereo not drawn)	-10.5	5.8	-5.0
CCOc1nc(-c2ccc(Cl)cc2)nc2ccccc12	3.1	0.8	-1.6
CC(C)c1ccc(OCC(=O)N(c2ccccn2)C2CCCCC2)cc1	-8.0	-13.8	-24.5
CCCc1cc(-c2nc(-c3ccc(C)cc3)cs2)ccn1	6.3	-20.6	-40.7
CN(C)S(=O)(=O)c1cc(NC(=O)[C@H](Cc2ccccc2)N2C(=O)c3ccccc3C2=O)ccc1Cl	-0.4	17.0	-5.1
CC(Sc1nnnn1-c1ccccc1)C(=O)Nc1ccccc1-c1ccccc1 (stereo not drawn)	-3.2	5.9	15.8
O=C(NCCCN1CCOCC1)c1ccc(Sc2ccc(F)cc2)c([N+](=O)[O-])c1	-3.6	-19.8	5.7
C(=N\Nc1nc(N2CCOCC2)nc(N2CCOCC2)n1)/c1ccncc1	-2.6	19.2	-10.3
NNc1nc2ccc(Cl)cc2s1	-0.6	6.2	-22.1
Cc1ccccc1CN(c1ccc(C(=O)NCC2CCCO2)cc1)S(C)(=O)=O (stereo not drawn)	-1.3	-15.9	11.3
O=C(Nc1cc(C(F)(F)F)ccc1Cl)C(Sc1nnc(-c2cccs2)o1)c1ccccc1 (stereo not drawn)	-2.0	-4.9	11.1
CCSc1ccc(-c2nn(-c3ccccc3)cc2/C=C(/C#N)C(=O)NCCCOC)cc1	-4.9	-12.8	3.4
O=Nc1ccc(NOC(=O)c2ccccc2Br)cc1	1.3	-72.0	-16.0
Cc1ccccc1NC(=O)C(=O)N/N=C/c1cccc(Br)c1	-1.1	14.8	-19.6
O=C(N/N=C/c1ccc(-c2cccc([N+](=O)[O-])c2)o1)[C@H]1C[C@@H]1c1ccccc1	-12.9	1.5	1.8
O=[N+]([O-])c1cccc(/C([O-])=C(/C(=S)Nc2ccccc2)[n+]2ccccc2)c1	0.1	-6.1	-23.6
Cc1nn(-c2ccccc2)c(C)c1C(=O)NCc1ccc(F)cc1	4.7	-8.2	4.7
Cc1sc2nc(COC(=O)c3ccc(N4CCCC(C)C4)c([N+](=O)[O-])c3)[nH]c(=O)c2c1C (stereo not drawn)	-1.7	-5.3	1.0
Cc1c(C2C(C#N)=C(N)N(c3ccccc3C#N)C3=C2C(=O)CCC3)cnn1C (stereo not drawn)	18.6	3.6	-4.9

Additional results
SMILES	FN deposition inh	LGR2 inh	PAX8 inh HTS
Cc1ccc(Cl)c(OC(=O)c2ccc(N3CCOCC3)c([N+](=O)[O-])c2)c1	5.1	6.6	0.0
COc1ccc([N+](=O)[O-])cc1NC(=O)C(C)OC(=O)C1c2ccccc2Oc2ccccc21 (stereo not drawn)	5.9	18.5	25.3
CCOc1ccc2ccccc2c1/C=N/NC(=O)CC1(C)OCCCO1	6.6	-16.0	-9.4
Cc1nn(C)cc1CNC(=O)/C=C/c1cnn(C)c1	-5.2	-14.3	-27.9
O=C(/C=C/c1ccc(Cl)c(Cl)c1)NCc1ccco1	-2.5	-43.8	-41.0
CCCCNC(=O)C(=O)N/N=C/c1cccc(Br)c1	-2.1	10.2	8.3
CC(C)c1cccc(C(C)C)c1NC(=O)COC(=O)c1ccc2c(c1)S(=O)(=O)c1ccccc1C2=O	1.2	-3.8	5.3
COc1ccc(-n2nc([N+](=O)[O-])c(=NCCc3ccc(C)cc3)n2O)cc1	-4.3	-3.9	26.1
COc1cccc(C(=O)N2CCC(N3CC(C)OC(C)C3)CC2)c1 (stereo not drawn)	7.2	10.9	14.4
Cc1cc(OCC(=O)O/N=C(\N)c2ccccc2)ccc1Cl	-5.3	-1.0	-34.3
CCOC(=O)/C(=C/c1ccc(OC)cc1)NC(=O)c1ccco1	-3.5	0.9	0.2
O=C(/C=C/c1cccc([N+](=O)[O-])c1)NCCc1ccc(F)cc1	6.2	-12.4	-3.5
N#Cc1ccc(Cl)cc1NC(=O)COC(=O)[C@H](CCC(N)=O)NC(=O)c1ccc(F)cc1	1.4	-1.3	22.6
Cc1c(O)nc(SCC(=O)Nc2ccc3c4c(cccc24)CC3)n(-c2ccccc2)c1=O	-17.6	-3.4	5.6
O=C(Cn1cncn1)NCc1ccc(Cl)cc1	-0.9	2.7	1.7
Cc1ccc2nc(-c3ccc(NS(=O)(=O)c4ccc(F)c(F)c4)cc3)sc2c1	-3.3	9.8	-26.9
N#CC1=C(N)Oc2cc(N)ccc2C1c1ccsc1 (stereo not drawn)	5.1	0.1	-1.9
O=C(Nc1ccc(Cl)c(Cl)c1)c1cccc(S(=O)(=O)NCc2cccnc2)c1	-12.3	6.2	16.5
Cc1ccc(C(=O)CNc2ccc(C)c(Cl)c2)cc1	-6.3	-25.8	-29.1
CC(C)c1nccn1S(=O)(=O)c1cccc([N+](=O)[O-])c1	12.4	31.8	-5.4
COc1ccc(/C(C)=N/OCC(=O)N=Nc2c(O)[nH]c3ccccc23)cc1	3.3	15.7	7.3
Clc1ccc(CNc2nc(CN3CCOCC3)nc3scc(-c4ccccc4)c23)cc1	-14.3	13.2	9.7
